# CaV13 ICDI inh = Primary screen for inhibitors of IQ motif and Ca2+-dependent inactivation inhibitor domain binding in CACNA1D, Förster resonance energy transfer in living cells, …. inhibition, % at 12.3 µM. hit rate 0.098% among 340,000. HEK cells, CFP/YFP FRET ICDI-IQ, plate reader, 10 min; percent FRET-ratio fall versus neutral wells;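 active = mean replicate inhibition of at least 30% and at least 1% of replicates passing that level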;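 note: 0% = median of the neutral control wells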
# NR2E3 ag-1 = agonists of human NR2E3 nuclear receptor; Q9Y5X4; AID 602229; inhibition of corepressor binding, % at 3.98 µM; CHO-S Gal4-NCOR/VP16-NR2E3 two-hybrid, luciferase; hit rate 0.35% among 360,000;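 active = inhibition above the mean of all tested compounds plus 3 SD, cut at about 70% in these data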;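 note: 0% = DMSO with NR2E3 transfected cells and 100% = cells lacking NR2E3 construct; higher means lower luciferase signal from less NR2E3 corepressor binding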
# Target sequence (Q9Y5X4 whole entry, looked up, the tested form may be a part): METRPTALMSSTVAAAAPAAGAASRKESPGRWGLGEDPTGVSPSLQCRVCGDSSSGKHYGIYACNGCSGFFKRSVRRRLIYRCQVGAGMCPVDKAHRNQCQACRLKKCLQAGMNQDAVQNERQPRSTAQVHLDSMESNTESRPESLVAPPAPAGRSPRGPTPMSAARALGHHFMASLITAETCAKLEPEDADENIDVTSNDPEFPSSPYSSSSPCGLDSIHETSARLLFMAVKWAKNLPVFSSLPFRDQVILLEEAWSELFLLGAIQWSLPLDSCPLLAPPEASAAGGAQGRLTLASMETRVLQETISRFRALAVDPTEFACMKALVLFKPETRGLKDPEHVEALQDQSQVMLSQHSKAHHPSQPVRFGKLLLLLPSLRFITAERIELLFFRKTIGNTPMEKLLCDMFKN
# Vif inh = inhibitors of HIV Vif; HEK293T cells, Vif self-association by quenched fluorescence, imaging, 24 h; inhibition, % at 7.49 µM; hit rate 0.35% among 340,000; AID 602346; in the data active = inhibition above about 50%, passing the limit was not always enough; note: some results filed as inactive read as strong as hits
# MITF TRPM1 inh = MITF TRPM1 promoter inhibition in SK-MEL-5 cells. hit rate 0.83% among 330,000. AID 488899. SK-MEL-5 TRPM1 promoter luciferase, 24 h. inhibition, % at 12.5 µM;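 active = mean inhibition across replicates of 60% or more, whatever share of single replicates reaches that level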; note: values of inactives mirror those of a sister screen read the other way
# HIF-2a block = HIF-2a inhibition | inhibition, % at 18.8 µM | hit rate 0.72% among 360,000 | 786-0 RCC cells HIF-2a reporter, luciferase luminescence, overnight;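 active = inhibition of the luminescence signal of 40% or more relative to plate controls, in a single-dose primary screen at 18.75 µM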
# PDI turbidity = blocks human protein disulfide isomerase activity. PDI insulin aggregation turbidity, A650, 90 min. inhibition, % at 10 µM. hit rate 0.052% among 350,000. AID 588391;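 active = mean inhibition across replicates of 30% or more, whatever share of single replicates reach that level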;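 note: absorbance from insulin aggregation driven by PDI reduction with DTT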
# Target sequence (P07237 whole entry, looked up): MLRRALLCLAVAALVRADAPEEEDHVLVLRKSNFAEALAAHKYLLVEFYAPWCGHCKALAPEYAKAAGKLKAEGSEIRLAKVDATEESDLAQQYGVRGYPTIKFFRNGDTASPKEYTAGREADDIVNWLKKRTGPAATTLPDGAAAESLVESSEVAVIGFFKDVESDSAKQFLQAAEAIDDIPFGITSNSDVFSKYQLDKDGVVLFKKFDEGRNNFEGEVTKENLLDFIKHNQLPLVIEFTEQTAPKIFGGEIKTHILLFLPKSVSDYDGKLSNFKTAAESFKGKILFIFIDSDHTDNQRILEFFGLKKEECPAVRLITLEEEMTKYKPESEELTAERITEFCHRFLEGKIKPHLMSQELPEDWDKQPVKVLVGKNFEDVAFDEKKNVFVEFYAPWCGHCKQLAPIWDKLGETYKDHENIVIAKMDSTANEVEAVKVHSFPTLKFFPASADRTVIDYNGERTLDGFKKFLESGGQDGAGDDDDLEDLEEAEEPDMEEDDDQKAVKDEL
# Shn3 inh set2 = reduces Shn3 3'UTR luciferase signal in osteoblasts; Clone20 osteoblast Shn3 3'UTR firefly luciferase, 24 h; inhibition, % at 12.5 µM; hit rate 0.52% among 360,000; AID 588674;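 active = mean inhibition of at least 75% with every replicate also reaching 75%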;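 note: 0% = median of neutral control wells and 100% = pilot-screen positive control compound; some compounds past the cut are filed as inactive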
# NR2E3 ag-2 = agonists of human nuclear receptor NR2E3. Q9Y5X4. GST-NR2E3/biotin-RetCOR TR-FRET, 1536-well. inhibition of corepressor binding, % at 4.78 µM. hit rate 0.12% among 320,000. AID 2300;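 active = percent inhibition above the cutoff of mean plus 3 SD of all tested compounds, set per screening campaign, cut at about 20% in these data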;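 note: 0% = DMSO wells and 100% = biotin wells as full block of FRET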
#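 Material: NR2E3–RetCOR corepressor complex | Quantity: 1.35 nM GST-tagged NR2E3 final | Schedule: 5 h at 4 °C | Replication: Singlicate compound wells | Reagent: RetCOR corepressor, biotinylated, 7 nM | Controls: Biotin wells as high control, 0.6% DMSO wells as low control | Signal: TR-FRET, Eu(K)-anti-GST donor, streptavidin-D2 acceptor, ex 340, em 617/671 nm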
# Peg3 prom inh = Peg3 promoter activity inhibition; HeLa PEG-Prom luciferase reporter, luminescence, overnight; AID 588405; hit rate 1.7% among 360,000; inhibition, % at 20 µM;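 active = inhibition of at least 50% at 20 µM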
# KKLEB tox = reduces viability of KKLEB cystic fibrosis airway cells | hit rate 0.36% among 360,000 | KKLEB CF airway cells viability, ATPlite luminescence, overnight; active compounds read low; cells stimulated with P. aeruginosa culture filtrate | activity change (cytotoxicity), % at 5 µM | AID 602141;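 active = corrected activity change at or below -50% at 5 µM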
# CF NFkB inh = inhibitors of cystic fibrosis induced NF-kB | AID 588850 | hit rate 0.86% among 360,000 | inhibition, % at 5 µM | KKLEB NF-kB-GFP reporter, PAF-induced, GFP fluorescence overnight;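 active = at least 50% inhibition at 5 µM, scaled per plate between neutral and stimulator controls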;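 note: PAF is a Pseudomonas aeruginosa culture filtrate used as stimulus; plate controls were PAF-stimulated DMSO wells for no effect and unstimulated DMSO wells for full effect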
# Numbers without * were called inactive; . = no result given.
1: CC(C)NCC#CCOc1ccc(Cl)cc1
2: CN1C(=O)CC(Nc2cccc3cccc(N)c23)C1=O (stereo not drawn)
3: O=C1Nc2cc(C(=O)NCCCN3CCCC3)ccc2S/C1=C/c1ccccc1F
4: CCOc1cc(C=O)cc(Br)c1OCC(N)=O
5: O=C(c1nc(SCc2ccc([N+](=O)[O-])cc2)n2ccccc12)C(F)(F)F
6: COc1ccc(Nc2nc(-c3c(C)nc4ncccn34)cs2)cc1
7: CN(CCc1cnn(C)c1)C(=O)CCc1nnc(CCCc2ccccc2)o1
8: CCOC(=O)C(NC(=O)Nc1ccc(C(N)=O)cc1)(c1ccccc1)C(F)(F)F (stereo not drawn)
assay / entry,1,2,3,4,5,6,7,8
CaV13 ICDI inh,3,.,-16,-4,7,-4,-3,-4
NR2E3 ag-1,1,-6,7,-20,-7,12,-56,-27
Vif inh,-1,-1,-7,11,8,.,13,-1
MITF TRPM1 inh,-1,13,36,3,0,38,-22,-11
HIF-2a block,-6,13,-13,8,12,-64,-78,15
PDI turbidity,-4,-1,-16,-9,-2,1,-3,3
Shn3 inh set2,-4,16,-2,-4,25,22,-10,3
NR2E3 ag-2,0,-6,-1,-4,-6,.,0,2
Peg3 prom inh,1,1,13,4,15,-36,-93,2
KKLEB tox,-23,-13,5,2,-4,-18,1,-6
CF NFkB inh,10,-48,-4,4,6,-17,-13,-5

9: O=C(c1cn(-c2ccccc2)nc1-c1ccc(F)cc1)N1CCOCC1
10: O=C(Nc1nc2c(s1)CCCC2)c1cc(-c2ccccc2)nc2ccccc12
11: Cc1cccc(OCCCC(=O)Nc2nc3ccccc3[nH]2)c1
12: O=C(OCCN(CCOC(=O)c1ccncc1)S(=O)(=O)c1cccs1)c1ccncc1
13: Cc1nn(-c2ccc(Cl)cc2Cl)c(=O)c2ccccc12
14: CC(=O)N1CCOc2ccc(S(=O)(=O)NCCc3ccc(S(N)(=O)=O)cc3)cc21
15: COc1cccc(NC(=O)CN(C)C(=O)CC(C)c2ccccc2)c1 (stereo not drawn)
16: CC(C)C(NC(=O)c1ccc(F)cc1)C(=O)N1CCN(C(=O)c2ccco2)CC1 (stereo not drawn)
assay / entry,9,10,11,12,13,14,15,16
CaV13 ICDI inh,-5,-6,-10,.,-9,-6,-6,-5
NR2E3 ag-1,-6,-28,53,-4,-9,-4,3,19
Vif inh,.,-3,3,-25,1,15,-5,14
MITF TRPM1 inh,17,-12,-5,2,2,5,3,6
HIF-2a block,-1,-27,-48,16,-29,9,12,8
PDI turbidity,1,-3,-1,-2,-6,6,-4,-11
Shn3 inh set2,-17,35,-15,25,18,2,-3,-2
NR2E3 ag-2,-2,-3,-2,2,0,4,4,3
Peg3 prom inh,5,-8,-43,4,3,17,9,18
KKLEB tox,1,-5,-28,-2,7,-8,21,9
CF NFkB inh,-3,5,17,10,6,21,10,13

17: Cc1ccc(C)c(SCC(=O)NNC(=O)c2ccccc2)c1
18: C1COCCNCCOCCOCCOCCN1
19: O=C(COc1ccc(F)cc1)NCCNC(=O)COc1ccc(F)cc1
20: Cn1c2c(c(=O)n(C)c1=O)CN(CCN1CCNCC1)CN2
21: Cc1cc(=O)c(C(=O)Nc2cccc(N3CCCC3=O)c2)nn1-c1ccccc1F
22: COc1cc(C(=O)COC(=O)c2c(C)noc2C)cc(OC)c1OC
23: CNC(=S)Nc1cc(C(=O)N2CCCC2)ccc1N1CCCC1
24: O=C(Nc1nc2c(s1)CCCC2)c1cc2n(n1)C(C(F)(F)F)CC(C1CC1)N2 (stereo not drawn)
assay / entry,17,18,19,20,21,22,23,24
CaV13 ICDI inh,-4,-5,-2,-5,-2,-6,-2,.
NR2E3 ag-1,-6,3,-22,-14,-3,-15,-4,-69
Vif inh,-8,-5,7,-1,-11,-2,2,2
MITF TRPM1 inh,14,-15,-5,-5,-6,5,.,-40
HIF-2a block,1,19,7,-4,-7,11,5,-198
PDI turbidity,-3,-8,-3,-11,-6,-6,2,-11
Shn3 inh set2,20,-10,0,0,20,-12,15,-33
NR2E3 ag-2,7,-2,.,-2,2,.,1,2
Peg3 prom inh,16,11,-6,6,-2,-5,13,-205
KKLEB tox,12,5,9,1,-14,13,8,-16
CF NFkB inh,-15,3,-4,-15,24,-10,-2,9

25: Cc1ccc(CNC(=O)CNC(=O)c2c(C)nn(C)c2Cl)cc1
26: CC(=O)c1ccc(NC(=O)c2ccc([N+](=O)[O-])o2)cc1
27: O=C(Nc1ccc2snnc2c1)Nc1cccc2ccccc12
28: c1ccc2c(c1)ncn2-c1cncnc1
29: C=CCNc1nc(NCC)nc(N2CCOCC2)n1
30: COc1ccc(S(=O)(=O)N2CCCCCC2)cc1NC(=O)Cc1ccccc1
31: CC1=C(C(=O)N(C)C)CC(CC(=O)NC2CCCCC2)C(=O)N1Cc1ccccc1 (stereo not drawn)
32: COc1ccccc1NS(=O)(=O)c1ccc(C(=O)NCC(c2ccccc2OC)N2CCCC2)cc1 (stereo not drawn)
assay / entry,25,26,27,28,29,30,31,32
CaV13 ICDI inh,-5,-20,.,-9,.,.,-10,-5
NR2E3 ag-1,-12,1,9,-38,8,-18,-10,-2
Vif inh,8,13,.,-5,1,-10,0,-2
MITF TRPM1 inh,-11,18,1,.,2,10,.,-22
HIF-2a block,14,20,-73,10,20,14,9,0
PDI turbidity,14,-10,-7,.,-2,-3,3,-9
Shn3 inh set2,-15,-66,22,0,8,-27,-18,2
NR2E3 ag-2,0,.,1,.,-1,2,.,.
Peg3 prom inh,9,31,-28,-14,5,8,-2,-9
KKLEB tox,2,0,6,-11,-7,-1,4,6
CF NFkB inh,18,11,-6,-16,3,4,-22,-1

33: O=C(O)c1ccc(N/N=C/C2=C(N3CCOCC3)C(=C\c3ccccc3)/CC2)cc1
34: O=C(Nc1ccc2c(c1)OCO2)c1cnn2c(C(F)(F)F)cc(-c3ccco3)nc12
35: COCCNC(=O)C1(C)CCCN(Cc2ccc3ccccc3c2Br)C1 (stereo not drawn)
36: CCC(=O)N1CCC1(C)C(=O)Nc1cccc(OC)c1OC (stereo not drawn)
37: CC(C)C[C@H]1CN=C(Nc2ccccc2)N1CCC(C)c1ccccc1 (stereo partly drawn)
38: O=C(O)c1c(-c2ccccc2)cnc2ccccc12
39: CN(C)c1ccc(N/C=C/C(=O)C(F)(F)F)cc1
40: CCN(CC)C(=O)CSc1nc2cc3c(cc2c(=O)n1Cc1ccc2c(c1)OCO2)OCO3
assay / entry,33,34,35,36,37,38,39,40
CaV13 ICDI inh,-2,-3,-6,-5,-12,-6,-20,-4
NR2E3 ag-1,-10,-13,-7,-26,-19,-49,-10,-4
Vif inh,-4,1,-5,13,-4,-1,-1,0
MITF TRPM1 inh,-40,4,.,.,-12,.,-38,4
HIF-2a block,-49,-4,17,-4,-14,1,-117,10
PDI turbidity,-9,-8,2,6,-1,0,-13,-6
Shn3 inh set2,-12,10,23,32,-13,5,-42,17
NR2E3 ag-2,3,3,.,.,-3,.,-19,0
Peg3 prom inh,-21,6,14,-5,1,-3,-76,16
KKLEB tox,-3,-34,-13,-6,-5,-8,5,-3
CF NFkB inh,7,42,26,15,12,-4,-3,-30

# Shown with bars between the fields: entries from further up
nr | SMILES | CaV13 ICDI inh | NR2E3 ag-1 | Vif inh | MITF TRPM1 inh | HIF-2a block | PDI turbidity | Shn3 inh set2 | NR2E3 ag-2 | Peg3 prom inh | KKLEB tox | CF NFkB inh
1 | CC(C)NCC#CCOc1ccc(Cl)cc1 | 3 | 1 | -1 | -1 | -6 | -4 | -4 | 0 | 1 | -23 | 10
2 | CN1C(=O)CC(Nc2cccc3cccc(N)c23)C1=O (stereo not drawn) | . | -6 | -1 | 13 | 13 | -1 | 16 | -6 | 1 | -13 | -48
3 | O=C1Nc2cc(C(=O)NCCCN3CCCC3)ccc2S/C1=C/c1ccccc1F | -16 | 7 | -7 | 36 | -13 | -16 | -2 | -1 | 13 | 5 | -4
4 | CCOc1cc(C=O)cc(Br)c1OCC(N)=O | -4 | -20 | 11 | 3 | 8 | -9 | -4 | -4 | 4 | 2 | 4
5 | O=C(c1nc(SCc2ccc([N+](=O)[O-])cc2)n2ccccc12)C(F)(F)F | 7 | -7 | 8 | 0 | 12 | -2 | 25 | -6 | 15 | -4 | 6
6 | COc1ccc(Nc2nc(-c3c(C)nc4ncccn34)cs2)cc1 | -4 | 12 | . | 38 | -64 | 1 | 22 | . | -36 | -18 | -17
7 | CN(CCc1cnn(C)c1)C(=O)CCc1nnc(CCCc2ccccc2)o1 | -3 | -56 | 13 | -22 | -78 | -3 | -10 | 0 | -93 | 1 | -13
8 | CCOC(=O)C(NC(=O)Nc1ccc(C(N)=O)cc1)(c1ccccc1)C(F)(F)F (stereo not drawn) | -4 | -27 | -1 | -11 | 15 | 3 | 3 | 2 | 2 | -6 | -5

# The results go on:
41: O=C(NCCN1CCNC1=O)C1CCC(=O)N(Cc2ccccc2F)C1 (stereo not drawn)
42: CCOc1ccc(S(=O)(=O)NCc2cccs2)cc1
43: CC1(C(=O)NS(=O)(=O)c2ccc(Br)cc2)CCN1C(=O)Cc1cccs1 (stereo not drawn)
44: CCOC(=O)c1c(C)[nH]c(C(=O)OCC(=O)N(C)CC(=O)Nc2ccccc2Cl)c1C
45: Cc1c(C2OC(=O)C3(CCCCC3)C(=O)C2(C)C)c(=O)n(-c2ccccc2)n1C (stereo not drawn)
46: C=CCOC(=O)Nc1ccc(Cl)cc1NC(=O)OCC=C
47: COc1ccc(N2C(=O)CC(N(CCc3ccc(OC)c(OC)c3)C(=S)Nc3ccccc3)C2=O)cc1 (stereo not drawn)
48: O=C(COC(=O)Cn1cnc2ccccc21)NCc1ccc(F)cc1
49: O=C(CCN1C(=O)/C(=C\C=C\c2ccccc2)SC1=S)Nc1cccc(C(=O)O)c1
50: O=C(Cc1ccc(-c2ccccc2)cc1)N1CCOCC1
assay / entry,41,42,43,44,45,46,47,48,49,50
CaV13 ICDI inh,-5,-9,-7,-6,-5,-6,-3,-5,.,.
NR2E3 ag-1,-6,-15,-12,-11,9,-13,-10,-10,-12,-2
Vif inh,2,7,-10,-8,-6,22,.,-1,.,13
MITF TRPM1 inh,2,-11,.,1,7,3,4,-6,-4,0
HIF-2a block,3,-185,6,-11,7,12,6,13,-134,-17
PDI turbidity,-6,-1,19,-8,-7,0,6,1,2,-12
Shn3 inh set2,-23,-2,-7,-35,15,-1,12,6,-42,-11
NR2E3 ag-2,-3,-2,.,-1,-3,-3,2,0,5,0
Peg3 prom inh,3,-133,12,-19,6,2,6,13,-193,-26
KKLEB tox,6,-12,-2,-6,0,-7,-9,8,-3,-9
CF NFkB inh,6,-21,0,-4,7,5,-4,-8,-33,3

# Source: PubChem

# Random draw from the library. About 3.3% of those tested had a hit in this group.
